Screening results as filed in PubChem.
TAAR1 antagonist: human TAAR1 antagonists, primary screen, Fluo-8 calcium fluorescence, CHO RD-HGA16 cells; Trace amine-associated receptor 1 (Homo sapiens), Q96RJ0; antagonist; inhibition, % at 3 µM; 1.5% of 360,000 active;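 active = inhibition above a per-plate cutoff, the mean inhibition of test compounds on that plate plus 3 SD, cut at about 49% in these data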;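 note: 0% = DMSO plus EC80 beta-PEA response and 100% = DMSO alone without agonist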
Target sequence (Q96RJ0 whole entry, looked up): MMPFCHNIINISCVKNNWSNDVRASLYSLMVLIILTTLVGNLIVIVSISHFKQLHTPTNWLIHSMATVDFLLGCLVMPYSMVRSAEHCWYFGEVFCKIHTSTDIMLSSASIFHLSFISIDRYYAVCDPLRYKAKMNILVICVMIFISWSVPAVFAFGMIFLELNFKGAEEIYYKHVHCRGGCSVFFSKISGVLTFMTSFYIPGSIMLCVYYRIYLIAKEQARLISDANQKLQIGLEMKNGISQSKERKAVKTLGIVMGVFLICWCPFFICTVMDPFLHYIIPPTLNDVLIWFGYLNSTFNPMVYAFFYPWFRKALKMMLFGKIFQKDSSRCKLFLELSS
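System: RD-HGA16 CHO cells with stable hTAAR1 and Gα16 | Probe or stimulus: EC80 β-phenethylamine stimulus | Dosing: 3 µM, single point | Times: Dye loading 75 min at 37 °C, then 30 min room temperature | Measured by: Fluo-8 calcium-sensitive fluorescence | Read-out basis: % inhibition of agonist calcium response | Replicates: n of 1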
CHO-K1 Ca ag: counter-screen for M1 agonists: effect in parental CHO-K1 cells. Fluo-8 calcium fluorescence; scaled to maximal ATP response, vehicle zero. activation, % at 3 µM. 0.48% of 360,000 active; in the data active = activation above about 15%;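 note: untransfected CHO-K1 host cells lacking M1 receptor as counterscreen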
CHRM1 agonist: human M1 muscarinic receptor agonists, primary screen, Fluo-8 calcium fluorescence, CHO-K1 cells, HTS | CHO-K1 hM1, agonist mode; 0% DMSO, 100% acetylcholine EC100 | activation, % at 3 µM | 0.33% of 360,000 active;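 active = activation above the run's mean compound activation plus 3 SD, cut at about 16% in these data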;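 note: peak over basal fluorescence ratio within a 140 s kinetic read after compound addition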
Target sequence (P11229 whole entry, looked up): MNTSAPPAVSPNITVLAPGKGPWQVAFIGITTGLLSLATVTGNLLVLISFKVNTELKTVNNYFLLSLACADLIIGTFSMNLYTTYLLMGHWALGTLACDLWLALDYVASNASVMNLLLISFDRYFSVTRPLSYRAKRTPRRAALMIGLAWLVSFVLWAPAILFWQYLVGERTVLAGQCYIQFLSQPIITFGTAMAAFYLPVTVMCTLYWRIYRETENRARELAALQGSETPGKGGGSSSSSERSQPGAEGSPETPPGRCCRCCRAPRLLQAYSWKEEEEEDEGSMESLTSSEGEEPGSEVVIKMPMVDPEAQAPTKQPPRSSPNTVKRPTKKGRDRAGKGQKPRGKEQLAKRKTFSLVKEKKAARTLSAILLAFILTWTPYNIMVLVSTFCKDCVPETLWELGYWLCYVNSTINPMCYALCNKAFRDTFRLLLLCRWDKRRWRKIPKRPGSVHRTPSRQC
M1 PAM parental: nonselective calcium activators in parental CHO-K1 cells, primary screen, counter-screen for M1 PAM project, cell-based, Fluo-8 calcium fluorescence, full deck, 1536-well. ATP EC20; 0% at ATP EC20, 100% at ATP max. activation, % at 3 µM. 0.02% of 360,000 active;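 active = activation above the run cutoff, the mean activation of all test compounds plus 3 SD, cut at about 40% in these data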;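 note: peak over basal fluorescence ratio in a 140 s read after ATP addition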
CHO parental Ca: ATP-evoked calcium signal inhibitors, parental CHO, primary screen, counter-screen for OX1R antagonist project, cell-based, fluorescence, Fluo-8 calcium dye; 0.63% of 330,000 active; inhibition, % at 5.6 µM; parental CHO-K1, ATP-induced calcium, Fluo-8 fluorescence;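 active = inhibition above that plate's mean sample inhibition plus 3 SD, cut at about 26% in these data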;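 note: 0% = ATP-challenged DMSO wells and 100% = DMSO wells without ATP; some compounds past the cut are filed as inactive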
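Test system: untransfected parental CHO cell line; also added: ATP stimulus; dosing: 5.6 µM, single dose; signal: calcium-sensitive Fluo-8 fluorescence; measure: percent inhibition of ATP-evoked calcium rise, normalized to controls; benchmarks: low control ATP plus DMSO, high control DMSO only; replication: one well per compound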
CHO-K1 Ca antag: nonselective inhibitor or artifact in parental CHO-K1 cells; ATP-induced calcium, Fluo-8 fluorescence; 0.6% of 360,000 active; inhibition, % at 3 µM; AID 602250;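 active = inhibition above a per-plate cutoff, the plate's mean sample inhibition plus 3 SD, cut at about 24% in these data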;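 note: 0% = DMSO plus EC80 ATP and 100% = DMSO alone without ATP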
CHRM1 antagonist: human M1 muscarinic receptor antagonists, primary screen, CHO-K1 cells, Fluo-8 calcium fluorescence, 1536-well; CHO-K1 hM1, ACh EC80 antagonist; inhibition, % at 3 µM; 1.3% of 360,000 active; AID 588852, 2011; Muscarinic acetylcholine receptor M1 (Homo sapiens), P11229;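 active = percent inhibition above its own plate's cutoff, namely the mean of that plate's compound wells plus 3 SD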;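 note: peak over basal fluorescence ratio during 140 s after agonist addition; 0% = ACh EC80 plus DMSO and 100% = DMSO alone without agonist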
TAAR1 agonist: human TAAR1 agonists, primary screen, Fluo-8 calcium fluorescence, CHO RD-HGA16 cells; Trace amine-associated receptor 1 (Homo sapiens), Q96RJ0; vehicle wells 0%, saturating PEA agonist 100%; activation, % at 3 µM; 0.99% of 360,000 active; AID 624467, 2012;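 active = activation above the mean activation of all test compounds in the run plus 3 SD, cut at about 38% in these data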
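Test system: RD-HGA16 (CHO) cells co-expressing Gα16 and hTAAR1; dosing: one-point dosing at 3 µM (nominal); timing: 17-24 h seeding, 75 min 37 °C dye, 30 min RT; signal: kinetic Fluo-8 calcium fluorescence; read-out basis: % activation relative to PEA EC100 response; controls: DMSO and PEA EC100; replicates: n 1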
M1 PAM: human M1 muscarinic receptor positive allosteric modulators, primary screen, CHO-K1 cells, Fluo-8 calcium fluorescence, 1536-well; Muscarinic acetylcholine receptor M1 (Homo sapiens), P11229; CHO-K1 hM1, ACh EC20; 0% = ACh EC20, 100% = maximal ACh; activation, % at 3 µM; 0.088% of 360,000 active; in the data active = activation above about 19%, passing the limit was not always enough
* = called active by the depositor; x = no result given.

SMILES	TAAR1 antagonist	CHO-K1 Ca ag	CHRM1 agonist	M1 PAM parental	CHO parental Ca	CHO-K1 Ca antag	CHRM1 antagonist	TAAR1 agonist	M1 PAM
O=C(COC(=O)c1cnc(Cl)c(Cl)c1)Nc1cccc(S(=O)(=O)N2CCOCC2)c1	8	8.1	1	12	-17	-10	-13	11	3
CCOc1ccc(OCCOc2ccc(/C=C/C(=O)O)cc2OCC)cc1	2	0.4	0	1	-6	6	16	1	-6
COc1ccc(-c2cc(C(=O)Nc3ccccc3SC)no2)cc1OC	1	1.0	-5	-10	-14	-10	2	2	-7
CC(C)CC(=O)CC1(O)C(=O)Nc2ccccc21 (stereo not given)	16	-0.2	-5	0	1	-6	-11	3	7
CCNC(=O)C1CCCN1S(=O)(=O)c1ccc(C)cc1 (stereo not given)	-23	-0.5	1	3	-8	-11	-34	9	3
CCCCC(c1nnnn1CCOC)N1CCN(C(=O)c2ccco2)CC1 (stereo not given)	4	-0.4	-4	-7	x	12	-11	0	-3
CCNC(=O)Nc1ccc(OC)cc1OC	6	0.1	-3	-11	5	11	5	3	8
CCOc1ccc(C(=O)N(CC(=O)Nc2cccc(C)c2C)CC2CCCO2)cc1OC (stereo not given)	-22	0.0	-4	9	-20	-14	-2	3	1
Nc1nccc(SCc2ccc(Cl)cc2Cl)n1	-12	0.6	0	7	x	-6	-5	13	3
O=C(CS(=O)(=O)c1ccccc1)NCc1ccccc1	-10	-0.2	-2	2	0	-4	-5	1	6
O=C(NCCN1CCCCC1)Nc1cccc(C(F)(F)F)c1	0	0.5	-9	13	4	-4	-6	1	4
NC(=O)C1CCN(Cc2cccc(OCc3ccccc3)c2)CC1	2	0.2	-9	18	-21	-11	-22	2	17
CC(C)Cn1c(N)c(C=O)c(=O)[nH]c1=O	27	0.4	2	-10	13	2	-7	-2	8
COc1ccc(-c2cc(C(=O)N3CCOCC3)no2)cc1OC	9	-0.3	-2	17	-5	-10	-5	6	6
COc1ccc(Cc2noc(CN(C)CC3CCN(Cc4ccccc4)CC3)n2)cc1OC	-14	1.5	-7	17	-24	-15	-3	0	-2
COc1cccc(-c2cn3nc(C)c(C)nc3n2)c1	20	1.3	-3	20	-21	-1	8	3	1
Cc1cc(C)c(C#N)c(Oc2ccccc2Br)n1	-16	4.5	1	25	-14	-12	-4	5	1
COc1ccccc1-c1nnc2sc(COc3ccc(Cl)cc3Cl)nn12	24	1.0	-4	10	-13	-5	8	8	-1
O=C(CSc1nccc(=O)[nH]1)Nc1ccc2c(c1)OCCO2	-24	-0.1	2	9	-5	-7	-1	1	6
O=C(/C(Br)=C/Nc1cc(Cl)ccc1Cl)C(F)(F)F	-5	7.0	-7	15	-2	3	5	0	-1
Cc1ccc(-c2nnc3sc(-c4ccncc4)nn23)cc1	11	0.7	-13	-5	-6	-14	-12	1	6
Cc1ccc(-c2noc(CNc3ccccc3)n2)cc1	-1	-0.5	-7	16	-15	-10	2	8	-4
CC1Cc2ccccc2N1C(=O)Cn1cc([N+](=O)[O-])ccc1=O (stereo not given)	-3	2.5	-4	11	-7	-4	-10	1	5
COC(=O)c1c(NC(=O)CSc2nccn2C)sc(C)c1C	-23	-0.5	-4	-11	-16	-5	-17	-1	4
Cc1cc(/N=C/C=C2\N(C)c3ccccc3C2(C)C)n(CCC#N)n1	-4	0.5	-2	13	-8	-15	-4	4	4
SMILES	TAAR1 antagonist	CHO-K1 Ca ag	CHRM1 agonist	M1 PAM parental	CHO parental Ca	CHO-K1 Ca antag	CHRM1 antagonist	TAAR1 agonist	M1 PAM
CCOCCCNC(=O)C1CCN(S(=O)(=O)c2ccc3nc4c(c(C(=O)O)c3c2)CCCCC4)CC1	-10	0.5	-2	17	-6	-10	-18	3	14
CCOC(=O)c1sc2nc(CSc3ccccc3Cl)[nH]c(=O)c2c1C	-33	0.3	-2	-2	-1	-14	-2	3	4
COc1ccc(NC(=O)CCCc2c[nH]c3ccccc23)cc1OC	-16	0.3	-5	19	-9	-5	-2	1	-1
CCOCc1cc(CN2CCC(CCC(=O)NC3CC3)CC2)ccc1OC	-4	-1.0	-9	-3	-10	-10	-2	0	7
Cc1c(-c2nc3ccccc3[nH]2)cnn1C	-7	0.0	-2	2	-8	-6	3	4	3
Cc1c(OCC(=O)N2CCC[C@@H]2C(=O)O)ccc2c3c(c(=O)oc12)CCC3	-15	0.7	-3	9	2	-5	-12	1	6
Cc1nnc(SCSc2nnc(C)s2)s1	2	0.3	-6	4	2	-3	-3	8	2
O=C(CCN1C(=O)[C@@H]2Cc3ccccc3CN2C1=O)N[C@@H](Cc1ccccc1)C(=O)O	-21	0.3	-2	11	3	-9	0	1	-1
CCN(CC)c1ccc(/C=N/NC(=O)Nc2nonc2N)cc1	0	1.0	-5	20	5	-2	4	-1	7
CCOc1ccc(NC(=O)CCS(=O)(=O)c2ccc3c(c2)CCCN3C(C)=O)cc1	-3	-0.2	-5	0	-21	-2	-15	10	0
COc1cccc(Oc2ccc(C(F)(F)F)cc2NC(=O)C2=COCCO2)c1	-34	0.0	-5	16	11	-12	-4	1	5
COc1cccc(C2(O)C(=O)Nc3ccccc32)c1 (stereo not given)	3	0.8	-3	13	-15	-18	-9	3	4
CC1=NN(c2ccccc2)C(=O)/C1=C\c1ccc(Oc2ccc([N+](=O)[O-])cc2[N+](=O)[O-])cc1	-3	3.4	-6	20	1	-6	2	23	1
COc1ccc(OC)c(NC(=O)NCCCCc2ccccc2)c1	-12	-0.1	-1	5	-15	10	-15	-3	12
COCCOC(=O)c1[nH]c2c(c1C)C(=O)CC(c1ccco1)C2 (stereo not given)	-1	0.5	-3	21	-7	-3	-10	1	1
CCCCCC(=O)N1C[C@H](n2cc(-c3ccc(F)cc3)nn2)[C@@H](O)C[C@@H]1c1ccc(Cl)cc1	14	2.8	1	29	x	-11	-6	6	6
Cn1c(O)c(/C=C2\C=NN=C2c2ccccc2)sc1=S	-12	2.1	-3	4	-21	-3	10	4	-5
Cc1cc(C(=O)CSc2nc3ccc(Cl)cc3[nH]2)c(C)n1CC1CCCO1 (stereo not given)	43	3.5	0	0	45*	5	19	12	-5
CCOC(=O)/C(C#N)=N\Nc1cc(Cl)ccc1OC	-13	4.0	1	15	-34	-2	2	-2	4
COc1ccc(N2CCN(C(=O)c3cc4c(s3)-c3ccccc3S(=O)(=O)C4)CC2)cc1	52*	6.8	0	16	-19	-9	1	13	-2
O=C(Cc1cccs1)Nc1nnc(-c2ccccc2)s1	3	0.5	-3	16	-11	-14	-8	1	6
CCn1c(=O)cc(SCC(=O)N2CCOCC2)c2ccccc21	-12	0.1	-2	13	-1	-10	-15	12	7
CCOC(=O)C1CCC(CN(Cc2ccccc2C)S(=O)(=O)c2ccc([N+](=O)[O-])cc2)CC1 (stereo not given)	-16	-0.1	-5	-10	-14	7	16	3	-2
CN(C)C(=O)N=NC(=O)N(C)C	-26	1.6	2	17	2	-11	-25	12	7
Cc1cccc2c1N(CC(=O)OC(C)C)C(=O)C2=O	-29	0.7	0	17	-6	-4	-9	0	5
SMILES	TAAR1 antagonist	CHO-K1 Ca ag	CHRM1 agonist	M1 PAM parental	CHO parental Ca	CHO-K1 Ca antag	CHRM1 antagonist	TAAR1 agonist	M1 PAM
O=C(CCN1C(=O)c2ccccc2S1(=O)=O)Nc1ccc(C(=O)O)cc1	26	-0.1	-2	20	-11	-6	-14	1	6
CCc1ccc(NC(=O)CCS(=O)(=O)c2cccc3nsnc23)cc1	6	0.7	-3	15	-26	-9	-12	6	7
O=C(CCc1nnc(-c2ccccc2)o1)NCc1c(F)cccc1F	12	0.5	-1	17	-11	-8	17	1	1
C[C@H](CO)N1C[C@H](C)[C@@H](CN(C)C(=O)NC2CCCCC2)Oc2c(NC(=O)c3ccncc3)cccc2C1=O	13	0.7	4	-3	-9	-4	-2	3	11
Cc1ccccc1CN1CCC(n2nccc2NC(=O)CCOc2ccccc2)CC1	1	6.2	-4	13	-26	-4	-8	4	2
Cc1ccc(SCc2c(C(=O)N/N=C/c3cccnc3)nnn2-c2nonc2N)cc1	64*	9.9	4	-5	5	2	15	18	-4
O=c1/c(=C\c2ccc(F)cc2)sc2n1CCCN=2	-2	3.9	-3	19	-7	-6	-7	7	10
C=CCN1CCN(C(=O)c2ccc3c(c2)OCO3)CC1	-20	2.2	-4	19	-5	-14	-10	2	9
COc1ccc(/C(C)=N/NC(=O)CNC(=O)C(c2ccccc2)c2ccccc2)c(OC)c1	23	0.0	-3	4	-15	-4	-3	0	2
Cc1ccc(NC(=O)COc2ccc(Br)cc2CO)cc1S(=O)(=O)N1CCOCC1	46	7.4	-2	5	-17	-5	4	16	-6
CSCc1ccc(C(=O)OCC(=O)NC2CCCC2)o1	-17	0.0	-4	-2	x	-2	-12	2	9
O=C(Nc1nn[nH]n1)C12CC3CC(CC(C3)C1)C2	-14	0.5	-1	-8	4	-12	-9	-2	10
CC(C)[C@H](NC(=O)c1ccccc1F)C(=O)Nc1nc2c(s1)CCCC2	0	0.5	-2	12	-36	-7	-3	0	11
COc1cc(NC(=O)c2cc3c(CO)cnc(C)c3oc2=Nc2cccc(C(N)=O)c2)cc(OC)c1	8	0.9	-5	6	2	-10	-8	1	4
O=C(Nc1cccc(F)c1)NC1CC2CCCC(C1)N2C1CC1 (stereo not given)	-1	-0.2	-4	-1	0	-10	-1	14	0
COc1ccc(Cl)cc1NS(=O)(=O)c1cn(C)nc1C	-17	0.9	-1	13	-1	-13	-6	0	5
CCOC(=O)N1CCN(C(=O)c2ccc(Cl)c(S(=O)(=O)Nc3ccccc3)c2)CC1	-22	0.1	0	11	-15	-4	-26	4	2
CN1c2ccccc2Oc2nnc(Cl)cc21	-3	-0.6	-8	-16	-5	27*	7	6	-5
CCOC(=O)N(C)S(=O)(=O)c1ccccc1[N+](=O)[O-]	-8	-0.3	-4	-8	-7	-1	-13	-1	13
CC1(C)CC(=Cc2cc(O)ccc2[N+](=O)[O-])C(=O)c2ccccc21	x	10	1	0	x	8	17	x	-12
NC(=O)c1cc(Cl)cn(-c2ccccc2)c1=O	0	-0.3	3	17	-5	3	-14	1	15

Complete entries, quoted from the list. Values in the order: TAAR1 antagonist | CHO-K1 Ca ag | CHRM1 agonist | M1 PAM parental | CHO parental Ca | CHO-K1 Ca antag | CHRM1 antagonist | TAAR1 agonist | M1 PAM
Profile of `NC(=O)c1cc(Cl)cn(-c2ccccc2)c1=O` : 0 | -0.3 | 3 | 17 | -5 | 3 | -14 | 1 | 15
Profile of `Cc1cccc2c1N(CC(=O)OC(C)C)C(=O)C2=O` : -29 | 0.7 | 0 | 17 | -6 | -4 | -9 | 0 | 5
